Tb hexokinase: Trypanosoma brucei hexokinase 1 inhibitors, primary screen, biochemical, G6PDH-coupled NADH absorbance, MLSCN library; hexokinase 1 [Trypanosoma brucei]; recombinant TbHK1, G6PDH-coupled NADH A340; inhibition, % at 10 µM; 220,000 tested, 0.11% active;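 active means inhibition of 50% or more in the single-dose primary screen; inactive means inhibition below 50%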
Ba/F3 V617F tox: reduced viability of JAK2V617F-dependent Ba/F3 cells, primary screen, JAK2V617F inhibitor project, cell-based, Ba/F3 EpoR-JAK2V617F, luminescence; ATP luminescence; inhibition, % at 5.6 µM; 220,000 tested, 1.1% active; AID 1446, 2008;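 active means inhibition above the campaign mean plus 3 SD over all tested compounds, cut at about 24% in these data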;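 further: cytokine-independent growth of Ba/F3 cells driven by EpoR plus mutant JAK2; 0% = DMSO-treated cells and 100% = JAK inhibitor I control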
p97 ATPase inh: inhibitors of human p97 ATPase, primary screen, biochemical | 220,000 tested, 0.42% active | inhibition, % at 8 µM | recombinant p97 ATPase, Kinase-Glo ATP luminescence, 3 h | Transitional endoplasmic reticulum ATPase (Homo sapiens), P55072; in the data active means inhibition above about 15%;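 further: 0% = DMSO vehicle and 100% = wells lacking enzyme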
BaF3 tox: parental Ba/F3 cell viability inhibition, counter-screen for JAK2V617F inhibitor project, murine pro-B, CellTiter-Glo luminescence. CellTiter-Glo ATP luminescence. 220,000 tested, 1.1% active. AID 1486, 2009. inhibition, % at 5.6 µM;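 active means inhibition above a per-campaign cutoff, the mean inhibition of all tested compounds plus 3 SD, cut at about 27% in these data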;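 further: 0% = DMSO wells and 100% = JAK Inhibitor I control wells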
Furin inh: human furin inhibitors, primary screen, biochemical, fluorescence intensity; 220,000 tested, 0.061% active; inhibition, % at 30 µM; purified furin, fluorogenic substrate cleavage; P09958; in the data active means inhibition above about 25%; further: inactives centre near -15
EP2 antag: human EP2 receptor antagonists, primary screen, TR-FRET cAMP, C6 glioma cells; Prostaglandin E2 receptor EP2 subtype (Homo sapiens), P43116; C6 glioma cells expressing human EP2; cells stimulated with saturating PGE2; inhibition, % at 25 µM; 260,000 tested, 0.52% active; AID 1422, 2008;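 active means percent inhibition above 40 after rounding to a whole number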;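 further: rat C6 glioma host cells with rolipram phosphodiesterase inhibitor present; the protocol text gives 20 µM as final concentration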
Target sequence (P43116 whole entry, looked up): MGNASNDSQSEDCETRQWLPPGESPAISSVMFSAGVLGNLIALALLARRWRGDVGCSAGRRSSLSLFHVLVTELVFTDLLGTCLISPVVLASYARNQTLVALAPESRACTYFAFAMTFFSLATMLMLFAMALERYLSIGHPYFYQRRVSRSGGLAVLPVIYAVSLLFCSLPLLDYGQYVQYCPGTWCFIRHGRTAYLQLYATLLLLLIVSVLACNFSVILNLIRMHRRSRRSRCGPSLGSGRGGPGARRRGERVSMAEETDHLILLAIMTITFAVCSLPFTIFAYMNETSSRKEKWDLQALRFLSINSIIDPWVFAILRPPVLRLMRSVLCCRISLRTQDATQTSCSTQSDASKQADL
RBBP9 inh: human RBBP9 inhibitors, primary screen, biochemical, fluorescence polarization, FP-Rh probe, HTS | Serine hydrolase RBBP9 (Homo sapiens), O75884 | recombinant RBBP9 | inhibition, % at 7.94 µM | 220,000 tested, 0.2% active | AID 1515, 2009;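 active means inhibition above the campaign mean of all tested compounds plus 3 SD, cut at about 14% in these data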;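 further: plate controls were DMSO wells with RBBP9 for no effect and wells lacking RBBP9 protein for full effect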
Target sequence (O75884 whole entry, looked up): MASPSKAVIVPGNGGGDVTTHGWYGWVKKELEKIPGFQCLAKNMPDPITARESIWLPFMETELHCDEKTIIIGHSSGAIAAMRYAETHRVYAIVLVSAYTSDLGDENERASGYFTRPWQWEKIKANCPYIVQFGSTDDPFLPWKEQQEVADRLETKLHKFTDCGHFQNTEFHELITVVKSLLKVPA
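Measured by: FP readout at 525/598 nm; material: recombinant human RBBP9; also added: Serine-hydrolase probe FP-Rh, 375 nM pre-mixing; medium: Tris buffer pH 8.0, NaCl, Pluronic; replication: one well per compound; doses: one concentration, 7.94 µM nominal, 0.794% DMSO; timing: preincubation 30 min plus labeling 45 min at 25 °C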
PPC-1+TRAIL kill: compounds killing PPC-1 cancer cells with TRAIL present, primary screen, TRAIL potentiator project, ATPLite luminescence, uHTS; AID 1443, 2008; 220,000 tested, 0.41% active; PPC-1 cells + TRAIL, ATPLite viability luminescence; cell killing (% activity), % at 4 µM;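 active means cell killing above 50% in the first pass at 4 µM, then a duplicate retest at 5 µM averaging 50% or more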;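 further: plate controls were cells with TRAIL plus DMSO for no effect and medium-only wells lacking cells for full effect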
NCF1 inh: p47phox/p22phox peptide binding inhibitors, primary screen, biochemical, uHTS, NADPH oxidase regulatory subunit. Neutrophil cytosol factor 1 (Homo sapiens), P14598. fluorescence polarization, 2 h. inhibition, % at 24.7 µM. 220,000 tested, 0.53% active. AID 1274, 2008;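 active means inhibition above about 30%, limit read from the data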;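 further: 0% = p47phox with labelled peptide and 100% = labelled peptide alone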
Target sequence (P14598 whole entry, looked up): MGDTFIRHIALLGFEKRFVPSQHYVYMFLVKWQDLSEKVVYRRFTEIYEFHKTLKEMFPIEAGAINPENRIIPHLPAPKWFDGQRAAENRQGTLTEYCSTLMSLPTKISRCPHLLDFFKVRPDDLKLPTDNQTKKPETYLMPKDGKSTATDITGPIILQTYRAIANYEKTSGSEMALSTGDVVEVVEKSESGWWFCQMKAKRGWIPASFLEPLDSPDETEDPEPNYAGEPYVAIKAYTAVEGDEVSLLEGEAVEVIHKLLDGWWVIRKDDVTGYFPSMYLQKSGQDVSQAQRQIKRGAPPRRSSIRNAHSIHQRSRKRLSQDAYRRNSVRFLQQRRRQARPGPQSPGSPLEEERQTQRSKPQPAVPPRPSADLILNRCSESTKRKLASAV
* hit, by the source's call; . = no result given; & = joins results of further samples; [ ] = remark or other dose. Only part of the results is shown. The share of hits here may be higher or lower than overall.

Each structure is followed by: Tb hexokinase, EP2 antag, Furin inh, BaF3 tox, NCF1 inh, PPC-1+TRAIL kill, RBBP9 inh, p97 ATPase inh, Ba/F3 V617F tox
- O=C1NC(c2ccccc2)=NC1(NS(=O)(=O)c1ccc(Cl)cc1)C(F)(F)F (stereo not given)
  33, 10, -13, 1, -5, 12, -3, 6, -2
- O=C(NCc1cccnc1)C1CCCN(S(=O)(=O)c2ccccc2)C1 (stereo not given)
  3, 9, -25[20 µM], -1, 3, 7[5 µM], 5, 1, -5
- O=[N+]([O-])c1ccc(/C=C/c2ccc3ccccc3n2)cc1
  -23, 4, 0, 9, 6, 64*[5 µM], -7, -1, 1
- COc1cc(/C=C/C(=O)O)cc(S(=O)(=O)NC2CC2)c1OC
  0, 7, -23, 5, -9, 3, -5, 4, -2
- COc1cccc(C2=NCCc3cc4c(cc32)OCO4)c1OC
  -4, 7, -21, 2, -3, 17, -4, 1, -1
- Cn1c(C(=O)NC2CC2)cc(=O)n(C)c1=O
  -6, 4, -20, 4, -8, 12, -7, 1, 0
- Cc1onc(-c2ccccc2)c1C(=O)n1cc(Br)cn1
  -1, 7, -20[20 µM], 4, -8, 36, -6, 2, -3
- COc1ccc(/C=C2/SC(=S)N(c3ccc(S(=O)(=O)Nc4nccs4)cc3)C2=O)cc1
  21, 9, -12, -2, -33, 25, -2, 0, -3
- Cc1ccc(S(=O)(=O)N(CC(=O)NCc2ccco2)Cc2ccccc2F)cc1
  -1, 16, -27[20 µM], 4, -5, 4, -9, 1, 0
- CC1Cc2ccccc2N1c1ncnc2nc[nH]c12 (stereo not given)
  -16, 9, -8, 2, -17, -9, -8, -6, 3
- COc1ccc(OC)c(S(=O)(=O)N2CCC(C(=O)N3CCOCC3)CC2)c1
  2, 6, -20, 10, -9, -3, 0, 2, -1
- Cc1ccc(S(=O)(=O)N2CCN(C(=O)COc3ccc(-c4nnco4)cc3)CC2)cc1
  4, 12, -28, 4, -8, 4, -3, -1, -1
- CCCn1c(=N)n(CCOCCOCCn2c(=N)n(CCC)c3ccccc32)c2ccccc21
  16, ., -15[20 µM], -3, ., ., 2, 5, -3
- COc1ccc(-n2c(Cc3cccn3C)nnc2SCC(=O)N2CCC(C)CC2)cc1
  2, 8, -16, 3, -6, 9, -7, 1, -3
- Cc1ccc(/C=N/NC(=O)CC2N=C(Cc3ccccc3)NNC2=O)cc1 (stereo not given)
  -5, 0, -4[20 µM], 2, -6, ., 4, 6, -3
- Cc1cc(C)nc(NC(=O)C(c2ccccc2)c2ccccc2)c1
  1, 7, -29, 0, -20, 8, -7, 3, -5
- CCOC(=O)c1c(NC(=O)CCC(=O)N(CC)CC)sc2c1CC(C)(C)OC2
  0, 2, 21, -1, -15, 1, -1, -8, 6
- Cc1ccc(OCC(=O)NC(=S)Nc2ccc(Br)cn2)cc1
  -16, 9, -22, -1, -14, 6, -4, 5, -3
- COc1cc(CNC2CCCCCC2)cc(OC)c1OC
  -2, 4, -6[20 µM], 4, -5, 4, -6, 1, -2
- COc1ccc(NC(=S)Nc2ccc3nccnc3c2)cc1
  -16, 11, -12, 5, -19, 0, -2, -3, 4
- CC(=O)NNC(=O)c1csc(-c2csc(C)n2)n1
  2, 11, -22, -3, 14, -5, 0, 3, 0
- O=C(c1ccc2c3c(cccc13)CC2)C1CCCN(Cc2ccncc2)C1 (stereo not given)
  -20, 6, -41, -1, -17, 16, -7, 0, -1
- COc1ccc(NC(=O)Nc2ncccc2C)cc1
  -3, 6, -4[20 µM], 1, 5, 9, 14, -1, -5
- O=C(NNC(=S)Nc1ccc(OC(F)F)cc1)c1cc2c(s1)CCCC2
  10, 5, -6, 5, -6, 4, 1, 6, -1
- O=C(NCCc1ccccc1)c1ccc2nccnc2c1
  -8, 10&9, -14, 4, -17, ., -2, 2, 0
- CCCCNC(=O)Cn1cnc2ccc(S(=O)(=O)N3CCC(C)CC3)cc2c1=O
  -6, 7, -22, 6, 3, -13, -3, 2, -1
- COCCN1C(=O)c2ccc(C(=O)NCc3cccnc3)cc2C1=O
  2, ., -21[20 µM], 6, -16, -1[5 µM], -3, 1, 1
- C#CC(CC)(CC)NC(=O)Nc1ccccc1C(=O)OC
  -4, 5, -31, 7, -8, 0, 5, 2, -3
- CCN(CC)CCNC(=O)c1ccc2c(=O)n(C3CCCC3)c(=S)[nH]c2c1
  0, 5, -16[20 µM], 4, -37, 2, -1, 1, 3
- O=S(=O)(NC1=NCCCCC1)c1ccc2sc(NS(=O)(=O)c3ccc4ccccc4c3)nc2c1
  -7, 8, -18, -8, -23, 0, -16, 12, -5
- O=C1NC(=O)C2(COC(c3ccccc3Cl)OC2)S1 (stereo not given)
  -11, -1, -20, 6, -11, 4, -6, 1, 1
- CN(C)S(=O)(=O)c1cccc(NC(=O)CSc2nnnn2-c2ccccc2)c1
  1, 9, -7, 0, 2, -14, -1, -5, 4
- CCOC(=O)c1c(NC(=O)CSc2nnnn2C)sc(C(=O)N(C)C)c1C
  -8, 3, -5, 4, -2, 4, 3, 5, 1
- C/C(N)=C(/C#N)C(=O)CSc1nc2ccccc2[nH]1
  -13, 5, -15[20 µM], 9, -11, 21, -4, 2, -1
- O=C(NN=C1CCCC1)c1[nH]c2ccc(Cl)cc2c1-c1ccccc1
  -21, 2, -16, -3, -2, -6, 8, 2, -1
- Cc1ccc(S(=O)(=O)NC(=O)c2cccn2C)cc1
  -1, 10, -12[20 µM], -1, 4, 7, 5, 13, -3
- Cc1ccc2c(c1)NCC(C(=O)NC1CCCCC1)O2 (stereo not given)
  -4, 11, -24, 1, -1, -23, -3, -2, -4
- CC(=O)Nc1ccc(C(=O)OC2CCCCC2=O)cc1 (stereo not given)
  -1, 9, -23[20 µM], 5, 0, -2, -7, 0, -3
- O=[N+]([O-])c1ccc(-c2ccc(S(=O)(=O)NCCN3CCCC3)cc2)cc1
  -4, 8, -15, 5, 1, 33, -6, 2, 1
- Cc1cc2ncn(C(=O)c3c(-c4c(Cl)cccc4Cl)noc3C)c2cc1C
  1, 15, -6, 6, -7, 21, 2, 5, -5
- O=C(COc1ncnc2ccccc12)Nc1cc([N+](=O)[O-])ccc1Cl
  -3, 10, -8, 6, 3, -13, 0, 4, 2
- CCCCNC(=O)CSc1nc2cc3c(cc2c(=O)n1CCCN(CC)CC)OCO3
  -8, 6, -10, 13, 3, 10, 0, 4, -1
- O=C(Nc1ccc(F)cc1F)c1ccc(-n2cccn2)nc1
  -2, 7, -16, 4, -4, 4, -10, 1, -3
- COC(=O)c1cccc(NC(=O)c2cc3sccc3n2C)c1
  -4, 10, -27, 2, -3, -5, -13, 3, -1
- COc1cc(/C=N/NC(=O)c2cc(-c3cccs3)nc3ccccc23)ccc1O
  -67, 2, -17, 2, -7, 0, -6, 10, 1
- O=C(O)CCc1nc2ccccc2c(=O)[nH]1
  -6, 5, -25, -2, -6, 4, -10, -5, 4
- CC(=O)CC(=O)Nc1ccc2ccccc2c1
  -12, 3&17, -11, 1, -1, 20, -6, 2, -4
- CC1(C)CC(=O)C2=C(C1)NC(Nc1nc3ccccc3o1)=NC21CCCCC1
  3, 9, -20, 7, -5, 13, -6, 3, 3
- COc1ccc(/C(C)=N/OCC(=O)Nc2nc3ccccc3s2)cc1
  1, 7, -7, 3, -11, 10, -5, 1, -3
- CN(C)CCCN1C(=O)C(=O)/C(=C(/O)c2ccc3c(c2)OCO3)C1c1ccco1 (stereo not given)
  2, ., -16[20 µM], 9, ., ., 4, 0, 3

New compounds follow
Each structure is followed by: Tb hexokinase, EP2 antag, Furin inh, BaF3 tox, NCF1 inh, PPC-1+TRAIL kill, RBBP9 inh, p97 ATPase inh, Ba/F3 V617F tox
- COc1ccc(S(=O)(=O)Cc2ccc(C(=O)NCCCN3CCc4ccccc4C3)o2)cc1
  1, 9, -17, 5, -13, 21, -7, -1, -3
- CCOC(=O)CSc1ccc2ccccc2n1
  -9, 9, -11, 2, -1, 11, -3, 0, -4
- CC(C)CN(CC(C)C)S(=O)(=O)c1cc([N+](=O)[O-])ccc1N1CCCCCC1
  4, 11, -4[20 µM], 2, -14, -7, 6, -6, 3
- COc1ccc(N2CCC(CNC(=S)Nc3cccc(C)c3)C2)cc1 (stereo not given)
  15, 6, -3, 4, -14, 29, -4, 2, 1
- COc1ccc(/C=C2\N=C(SC)N(c3ccccc3OC)C2=O)cc1
  -12, 6, -4, 8, -17, -8, -10, 1, 0
- O=C(NCc1ccco1)C(=O)NCC1OCCN1S(=O)(=O)c1ccc(F)cc1 (stereo not given)
  -6, 8, -12, 1, -3, 15, -8, -1, 0
- Cc1cccc(-c2nnc(NC(=O)c3cccs3)s2)c1
  -17, 16, -16, 3, 1, 13, -8, 1, 0
- CCOc1ccc(NC(=O)c2csc3c2CCCC3)cc1
  3, 12, -21, 6, -6, -7, -9, 1, -2
- O=C(Nc1cc2c3c(c1)C1CCCC1CN3CC1CCCC21)c1ccc([N+](=O)[O-])cc1 (stereo not given)
  -5, 9, -6[20 µM], 3, -9, 34, 7, -3, 1
- Cc1cc(C)c(C)c(C(=O)COC(=O)CNC(=O)CN2C(=O)c3ccccc3C2=O)c1C
  -8, 5, -16, 8, 10, 14, -6, -8, 1
- O=C(Nc1cc(C(F)(F)F)ccc1N1CCOCC1)c1cccnc1
  0, 7, -12[20 µM], 1, -6, 10, -9, -8, 1
- O=S(=O)(c1ccc(F)cc1)c1nc(-c2ccc(F)cc2)oc1NCCN1CCOCC1
  -8, 13, -10, 0, -7, 10, -7, 1, 0
- O=C(CC1SC(=Nc2ccccc2)N(CCCO)C1=O)Nc1ccc(Cl)cc1 (stereo not given)
  -2, 14, -12, 0, -33, 26, -10, -3, -1
- Cc1csc(SCCn2c(Br)nc3c2c(=O)[nH]c(=O)n3C)n1
  4, 12, -19, 9, -20, ., 1, 2, -1
- CCC12CN(C(=O)c3ccc([N+](=O)[O-])cc3)CC(CC)(CN(C(=O)c3ccc([N+](=O)[O-])cc3)C1)C2=O
  -10, 4, -12, 3, -13, 12, -8, 0, -1
- CC(=O)Oc1ccc(C(=O)[C@H]2[C@H]3C(=O)N(c4ccccc4)C(=O)[C@H]3[C@@H]3C=CC=NN32)cc1
  -19, 11, -23, 6, -102, 19, -10, 1, 3
- Cc1ccc(CNC(=O)CN2C(=O)C3(OCCCO3)c3ccccc32)cc1
  1, 10, -13, 1, -13, 18, -5, 2, -2
- CCOC(=O)c1cn(CC)c2cc(N3CCOCC3)c(F)cc2c1=O
  -13, 11, 3[20 µM], 5, -7, 7, 3, 3, -3
- CSc1ccccc1NC(=O)CN1CC(C)OC(C)C1 (stereo not given)
  -4, 5, -14, 6, 2, -13, -1, 0, 3
- O=C(Cn1cnc2ccccc21)OCC(=O)N1CCCc2ccccc21
  6, ., -7, 1, -10, 23, -4, -3, 3
- COc1cccc(N2CCN(C(=O)/C=C/c3ccco3)CC2)c1
  -5, 2, -6, 2, -8, 6, -9, 6, 0
- O=C(Nc1nnc(SCc2ccccn2)s1)C1CC(=O)N(c2ccccc2)C1 (stereo not given)
  3, 11, -6, 11, -3, 0, -5, -2, 7
- COc1ccc(Br)cc1C1Nc2ccccc2C(=O)N1NC(=O)c1ccncc1 (stereo not given)
  -2, 25, -11[20 µM], 6, 1, 26, -1, -1, 4
